# TrxR1 substrate: rat thioredoxin reductase 1 substrate activity. Potency, µM (top dose mostly 114 µM), inactives show at the top dose activity change, negative = substrate turnover. purified TrxR1 substrate turnover, NADPH consumption readout. 390,000 tested, 0.01% active. O89049; note: potency is the fitted concentration of half-maximal effect; % is set by controls: 0 for no effect and ±100 for the full control effect; nearly all actives have a fitted effect of over 50% in size
#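 Rat TrxR1, dispensed at 90 nM, was prereduced with 400 uM NADPH (final) for 5 min at ~22 deg C, then incubated with compound 15 min before 400 uM selenite. A first-read NADPH fluorescence drop versus no-compound background flagged substrates.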
# IDH1 R132H inh: blocks human mutant IDH1 R132H enzyme; O75874; IDH1-R132H enzyme, NADPH consumption, diaphorase/resazurin fluorescence; Potency, µM (highest dose often 76.6 µM), without a hit: at the top dose activity change, negative = inhibition, most hits filed as inhibitors; 390,000 tested, 0.093% active; AID 602179; note: potency is the fitted concentration of half-maximal effect; % is set by controls: 0 for no effect and ±100 for the full control effect; nearly all actives have a fitted effect of over 65% in size
# Target sequence (O75874 whole entry R132H, stated change not applied): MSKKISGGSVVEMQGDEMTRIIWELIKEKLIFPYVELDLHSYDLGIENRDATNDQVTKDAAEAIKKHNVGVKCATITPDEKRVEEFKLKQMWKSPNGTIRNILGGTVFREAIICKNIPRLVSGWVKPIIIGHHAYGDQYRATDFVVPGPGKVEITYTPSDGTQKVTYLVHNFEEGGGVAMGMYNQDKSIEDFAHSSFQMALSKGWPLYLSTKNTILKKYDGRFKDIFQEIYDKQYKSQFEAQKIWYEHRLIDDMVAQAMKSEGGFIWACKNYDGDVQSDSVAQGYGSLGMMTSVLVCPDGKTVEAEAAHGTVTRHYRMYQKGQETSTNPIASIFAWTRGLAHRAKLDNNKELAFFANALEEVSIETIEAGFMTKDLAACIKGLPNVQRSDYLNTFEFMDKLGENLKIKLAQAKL
#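 IDH1-R132H (0.5 ug/mL) preincubated 30 min with compound, then NADPH (0.016 mM) and alpha-KG (2 mM) added; 80 min at RT, pH 7.5. Remaining NADPH coupled via diaphorase/resazurin to fluorescence (540/590 nm); concentration-response curves normalized to no-enzyme control.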
# PI4K2A block: PI4K2A (human) kinase inhibition; Q9BTU6; AID 1346378; activity change, negative = inhibition, % at 76.9 µM; 420,000 tested, 0.13% active; purified PI4K2A, ADP-Glo luminescence, 1 h; hits give low values; in the data active = activity change below about -50%; inconclusive = mostly about -30% to -49%;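 note: -100% = wells without enzyme as full effect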
# Target sequence (Q9BTU6 whole entry, looked up): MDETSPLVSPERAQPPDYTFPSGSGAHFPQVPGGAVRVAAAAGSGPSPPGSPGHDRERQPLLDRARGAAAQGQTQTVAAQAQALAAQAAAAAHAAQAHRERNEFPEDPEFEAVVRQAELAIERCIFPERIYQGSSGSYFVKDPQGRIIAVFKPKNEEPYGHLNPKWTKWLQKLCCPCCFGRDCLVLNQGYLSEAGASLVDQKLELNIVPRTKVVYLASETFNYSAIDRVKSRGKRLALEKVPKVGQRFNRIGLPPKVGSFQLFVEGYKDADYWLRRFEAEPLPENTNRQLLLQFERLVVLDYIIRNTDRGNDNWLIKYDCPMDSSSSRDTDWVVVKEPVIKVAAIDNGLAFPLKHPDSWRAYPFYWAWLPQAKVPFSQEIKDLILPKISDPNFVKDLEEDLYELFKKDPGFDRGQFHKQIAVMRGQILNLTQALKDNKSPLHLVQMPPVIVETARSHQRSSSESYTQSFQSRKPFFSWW
#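 PI4K2A activity was measured by ADP-Glo luminescence: enzyme (4 ug/mL stock) and phosphatidylinositol (1.2 mM stock) in Tris pH 7.5/MgCl2/EGTA/Triton X-100 buffer were reacted with ATP (300 microM stock) for one hour at ambient temperature.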
# TRHR ag: agonists of human TRH receptor | P34981 | TRHR cells, calcium flux fluo-8, FDSS agonist mode | activation, % at 2 µM | 360,000 tested, 0.18% active | AID 493084; in the data active = activation above about 30%; note: 0% is about no effect
#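 TRHR-expressing cells loaded with fluo-8 calcium dye; 23 nL library compound pin-transferred, kinetic FDSS fluorescence (Ex 480/Em 530) recorded about 180 s for agonist-induced calcium release, before a 10 nM TRH EC20 addition for potentiator mode.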
# TrxR1 inh: blocks rat thioredoxin reductase 1 | Potency, µM (top dose mostly 114 µM), without a hit: top-dose activity change, negative = inhibition, actives largely listed as inhibitors | AID 588453 | O89049 | 390,000 tested, 1% active | recombinant rTrxR1, NADPH fluorescence consumption, selenite substrate; note: potency is the fitted concentration of half-maximal effect; % is set by controls: 0 for no effect and ±100 for the full control effect; nearly all actives have a fitted effect of over 65% in size
#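 Rat TrxR1 (90 nM in the dispensed reagent) was pre-reduced with 400 uM NADPH for 5 min at room temperature, then incubated with compound for 15 min. After 400 uM selenite was added, NADPH fluorescence (Ex 340/Em 450 nm) was followed for 8 min.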
# USP1-UAF1 inh: inhibitors of human USP1/UAF1 deubiquitinase. O94782. recombinant USP1/UAF1, Ub-Rhodamine cleavage fluorescence. Potency, µM (highest dose often 57.1 µM), for the others: at the top dose activity change, negative = inhibition, usual class: inhibitors. 390,000 tested, 0.23% active; note: potency is the fitted concentration of half-maximal effect; % is set by controls: 0 for no effect and ±100 for the full control effect; nearly all actives have a fitted effect of over 60% in size; inactives centre near -12
#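 1 nM enzyme complex + cpd, 15 min RT; start with Ub-Rho 150nM final; kinetic fluorescence ex 480/em 540, 6 reads q60 s. Buffer 50mM HEPES pH 7.8, 0.5mM EDTA, 0.1 mg/ml BSA, 1mM TCEP, 0.01% Tween-20.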
# D2 antag: antagonists of human D2 dopamine receptor. P14416. HEK293 TREx D2 cells, calcium flux, dopamine EC80. inhibition, % at 10 µM. 340,000 tested, 2% active. AID 485344; in the data active = inhibition above about 30%; note: 0% is about no effect
#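 Read-out: kinetic calcium fluorescence (1 cycle/s) in inducible HEK293 T-REx D2 cells after an EC80 dopamine addition that followed 180 s compound preincubation. Loss of the dopamine response indicates antagonism.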
# TRHR enhancer: allosteric enhancers of human TRH receptor; 360,000 tested, 0.66% active; TRHR cells, fluo-8 calcium fluorescence, EC20 TRH enhancement; enhancement, % at 2 µM; AID 493056; in the data active = enhancement above about 30%; note: 0% is about no effect
#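 TRHR-expressing cells loaded with fluo-8 calcium dye were read kinetically (ex 480/em 530) during compound addition, then stimulated with an EC20 of TRH (10 nM final). Enhancement of the Gq-mediated intracellular calcium response was scored.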
# D2 agonist: activates the human D2 dopamine receptor. 340,000 tested, 0.53% active. P14416. activation, % at 2 µM. HEK293 T-REx D2 cells, calcium flux agonist mode;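 active = activation over 3 SD above normal in the single-dose calcium agonist read, cut at about 30% in these data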; note: 0% is about no effect
#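 Calcium-flux readout, 1 cycle/sec over 180 s following compound pin transfer, in inducible HEK293 Trex D2 cells (force-coupled); dopamine controls included. Positive calcium responses during this window marked compounds as potential agonists.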
# * hit, by the source's call; ? = inconclusive; / = no result given; & = joins results of further samples; [ ] = dose if it differs, or a comment. Unless noted, calls come from the whole dose curve; as a rule, active = well fitted inhibition curve with a large enough effect; inconclusive = small, poorly fitted or top-dose-only effect; inactive = no such curve, though single readings can be large or run the other way.
SMILES,TrxR1 substrate,IDH1 R132H inh,PI4K2A block,TRHR ag,TrxR1 inh,USP1-UAF1 inh,D2 antag,TRHR enhancer,D2 agonist
CCCN(C(=O)c1ccc(N2CCCC2=O)cc1)c1c(N)n(Cc2ccccc2)c(=O)[nH]c1=O,-3%,1%,4,-0.2,6%,-3%,-3,-2,0.8
Cc1ccc(-n2c(=O)c3c4c(sc3n(Cc3cc(=O)n5ccccc5n3)c2=O)CCC4)cc1C,10%&-6%,3%&8%,-2&2,-0.1&0.0,5%[2.29 µM],1%&-12%,-1,-4&3,0.1&-0.8
COc1ccc(OC)c(C2C3=C(COC3=O)Nc3cc4c(cc32)OCO4)c1 (stereo not given),11%,2%,0,0.1,27%,-22%,/,1,/
C/C(=N\NC(=S)Nc1c(C)cccc1C)c1ccc(OC(F)F)cc1,0%[57.1 µM],2%,-3,-0.2,10%[57.1 µM],-2%,-8,3,-0.9
CC(=O)c1cccc(N(C(=O)c2ccccn2)C(C(=O)NC2CCCCC2)c2cccs2)c1 (stereo not given),6%,-4%,0,-0.9,17%,-9%,23,0,0.9
Cc1cnc(C(=O)OCC(=O)N2CC(C)CC(C)C2)cn1 (stereo not given),0%,3%,6,/,8%,-26%,/,/,/
CC(C)CN1C(=O)N(c2ccc(Cl)cc2)C(C)(O)CC1(C)C (stereo not given),2%,0%,-2,-1.7,18%,-10%,-19,-7,-1.1
CCS(=O)(=O)N1CCC(C(=O)NCCN2CCOCC2)CC1,-3%,1%,-1,1.2,-6%,-16%,-6,-2,2.6
CC1(C)Cc2c(cnn2-c2ccccc2)C(NC(=O)CCN2CCCC2=O)C1 (stereo not given),-5%,0%,-3,0.2,27%,-10%,10,4,0.3
O=C(CSc1nnc(CNC(=O)c2c(F)cccc2Cl)o1)NCc1ccc(F)cc1,-1%,0%,-2,-0.4,4%,-26%,-5,-2,0.2
Cc1ccc(-c2nc(CCNC(=O)C(=O)Nc3ccc(C)c(C)c3)cs2)cc1,1%[57.1 µM],4%,1,0.4,8%[57.1 µM],-17%,/,5,0.9
CC(C)CN(C(=O)CN1C(=O)NC2(CCc3ccccc32)C1=O)C1CCS(=O)(=O)C1 (stereo not given),4%,8%,-7,0.2,11%,-21%,4,-6,0.5
COc1ccc(OC)c(CNS(=O)(=O)c2ccc(-c3coc(C)n3)cc2)c1,1%[57.1 µM],4%,1,0.0,19%[57.1 µM],-33%,/,-1,-0.2
COCCN(C(=O)Nc1ccccc1)c1ccccc1C,5%[57.1 µM],-3%,-2,0.2,7%[57.1 µM],-4%,16,3,1.0
CN(C)c1ccc(CNCc2cccnc2)cc1,7%[57.1 µM],6%,3,/,22%[57.1 µM],-8%,/,/,/
CCOC(=O)C(=NCCCN(C)C)NNc1ccc(Br)cc1,-11%,1%,-8,-0.5,-18%,-12%,-1,-1,0.5
COC(=O)[C@H](C)NC(=O)NCCC1=CCCCC1,6%[57.1 µM],7%,-1,0.7,24%[57.1 µM],-14%,-3,2,-0.1
CC(Cl)C(=O)N1c2ccccc2CCc2ccccc21 (stereo not given),0%,-7%,1,0.1,15%,-23%,-8,3,0.5
O=C1CSc2cc(Cl)ccc2N1,8%,-5%,-2,/,14%[57.1 µM],-19%,/,/,/
CC(=O)N1c2ccccc2CC1C(=O)NCc1cccc(Cl)c1 (stereo not given),0%,-11%,2,-0.3,1%,-3%,/,-6,-0.1
CC1CC(NC(=O)c2c(O)nc3sccn3c2=O)CC(C)(C)C1 (stereo not given),3%,-16%,-2,-0.2,11%,-6%,-1,-5,-1.4
COc1ccccc1N1CC(O)=C(c2nc3ccccc3s2)C1=N,13%,21%,12,-0.2,16%,-7%,16,14,0.0
O=C(Nc1cccc2ncccc12)c1ccco1,2%,-6%,5,0.2,6%,-30%,-9,51*,0.1
CCN1CCN(C(=O)CN(C)S(=O)(=O)c2cc(C)ccc2OC)CC1,7%,6%,2,0.1,26%,-17%,2,-3,0.5
COc1ccc(CNCC(O)(c2ccc(Cl)cc2)c2ccc(Cl)cc2)cc1,-4%,3%,-6,-0.5,-12%,-19%,/,-1,/
Cc1cc(C(=O)Nc2cccc(S(=O)(=O)N3CCOCC3)c2)c2ccccc2n1,-2%,-6%,-1,/,24%,-9%,/,/,/
O=S(=O)(c1ccc2[nH]ccc2c1)N1CCCCCC1,-6%,-1%,-2,0.0,1%,-22%,1,-8,0.2
CCn1c2ccccc2c2cc(CN3CCN(Cc4cccc(Cl)c4)CC3)ccc21,5%,0%,9,0.4,11%,-22%,/,-7,/
CCN(CC)C(=O)[C@H]1CC(CC(=O)NCc2ccco2)C(=O)N2CCc3c([nH]c4ccccc34)[C@]12C (stereo not given in full),-16%,-3%,0,/,-19%,-5%,/,/,/
CCC(NC(=O)NC1=NCCS1)(C(F)(F)F)C(F)(F)F,-17%,1%,5,0.2,-16%,-13%,-7,-5,0.8
CCCCC1=CC2=C(c3ccco3)C(=O)C(C)(OC(=O)c3ccc(OC)cc3)C(=O)C2=CN1C1CCCCC1 (stereo not given),-8%,-9%,-5,1.4,-28%,-10%,-35,3,0.4
CCNC(=O)c1sc(=S)n(-c2ccc(C)cc2)c1N,0%[57.1 µM],7%,-15,-0.1,-5%[57.1 µM],-14%,1,-7,-0.7
CC1CN(C(=O)CSc2nnc(-c3cccs3)n2N)CC(C)O1 (stereo not given),4%,1%,4,0.2,10%,-12%,4,-7,0.3
Cc1nn(CC(=O)NCc2ccc(-n3cccn3)cc2)c(C)c1[N+](=O)[O-],-3%,0%,2,-0.2,?,-18%,/,0,/
Cc1nc2ncnn2c(C)c1CCC(=O)NC(C)CCc1ccco1 (stereo not given),-5%,3%,-5,-0.9,-6%,-6%,-15,0,-0.1
CC(C)Oc1ccc(/C(O)=C2/C(=O)C(=O)N(CCN(C)C)C2c2cccs2)cc1 (stereo not given),-13%,-5%,-4,0.3,?,-2%,-2,7,0.2
COC(=O)COc1ccc(-c2ccccc2)cc1C=O,3%,3%,-1,-0.3,13%,-7%,-3,11,-0.9
O=C(/C=C/c1ccc2c(c1)OCO2)N1CCCCC1,5%[57.1 µM],4%,7,0.0,17%[57.1 µM],-10%,3,-7,1.0
CCc1ccccc1NC(=O)CN(C)C(=O)CSc1nnc(Nc2cccc(C)c2C)s1,-16%,2%,3,-0.9,-11%,7%,-14,-5,-0.7
Cc1ccsc1C(=O)OCc1cc(=O)n2ccsc2n1,11%,4%,-4,-0.3,12%,-15%,8,-11,0.1

# Just TRHR enhancer, for two of the compounds above:
SMILES	TRHR enhancer
CCN1CCN(C(=O)CN(C)S(=O)(=O)c2cc(C)ccc2OC)CC1	-3
COc1ccc(CNCC(O)(c2ccc(Cl)cc2)c2ccc(Cl)cc2)cc1	-1

# Next part:
SMILES,TrxR1 substrate,IDH1 R132H inh,PI4K2A block,TRHR ag,TrxR1 inh,USP1-UAF1 inh,D2 antag,TRHR enhancer,D2 agonist
O=C(/C=C/c1ccc(Cl)c([N+](=O)[O-])c1)NCc1cccnc1,11%[57.1 µM],4%,0,/,8%,-13%,/,/,/
CC(C)c1cc(C(=O)O)n(-c2ccccc2)n1,11%,7%,-1,0.4,21%,-16%,-17,-2,-0.4
O=C(COc1ccc(C(=O)O)cc1)Nc1cccc(C(F)(F)F)c1,3%,9%,-4,0.3,19%,-19%,0,5,0.6
CCCCCN(C(=O)NC(=O)Nc1ccccc1OC)S(C)(=O)=O,8%,0%,-3,0.5,14%,-15%,-6,3,0.9
COC(=O)Nc1ccc(S(=O)(=O)N2CCCC(C(=O)Nc3cccnc3)C2)cc1 (stereo not given),-11%,-1%,1,0.7,?,-13%,43*,2,-0.6
O=C(Nc1ccc2ccccc2c1)c1cn(-c2ccccc2)nc1-c1cccs1,27%,10%,3,0.2,47%[activator],-9%,0,29,-0.3
Cn1c2ccccc2c(=O)c2ccc(NCc3ccc4c(c3)OCO4)cc21,39%[activator],-4%,4,/,13%,-8%,/,/,/
COc1cc(/C=N/NC(=O)Cn2cnc3ccccc3c2=O)ccc1O,-6%,0%,-1,-0.1,1%,-8%,12,3,0.7
Cc1ccc2cccc(OCCCOc3ccccc3F)c2n1,-6%[11.4 µM],6%,5,-0.6,25%,-19%,-3,-6,-1.6
O=C1C(=O)N(CCc2c[nH]c3ccccc23)C(c2cccnc2)/C1=C(/O)c1ccccc1 (stereo not given),/,/,/,0.1,/,/,-1,4,0.9
Cc1nnc2ccc(N3CCCCC3)nn12,-11%[57.1 µM],-1%,5,-1.7,12%[57.1 µM],-14%,-26,2,-0.9
Cc1nc(C(=O)NCC(=O)c2ccccc2)c(C(F)(F)F)o1,-5%,0%,3,0.7,-6%,-23%,32*,-8,0.3
COc1ccccc1NC(=O)CSc1nc(SC)ns1,-14%[57.1 µM],14%,-3,-0.6,26%[57.1 µM],-5%,-23,-5,0.5
O=C(O)CCN1C(=O)/C(=C/c2cn(-c3ccccc3)nc2-c2cccs2)SC1=S,-5%,?,-1,0.1,11%,?,14,21,-0.2

# Sorted by heavy-atom count (lowest first): part of the list above
SMILES,TrxR1 substrate,IDH1 R132H inh,PI4K2A block,TRHR ag,TrxR1 inh,USP1-UAF1 inh,D2 antag,TRHR enhancer,D2 agonist
COc1cc(/C=N/NC(=O)Cn2cnc3ccccc3c2=O)ccc1O,-6%,0%,-1,-0.1,1%,-8%,12,3,0.7
O=C(O)CCN1C(=O)/C(=C/c2cn(-c3ccccc3)nc2-c2cccs2)SC1=S,-5%,?,-1,0.1,11%,?,14,21,-0.2
O=C1C(=O)N(CCc2c[nH]c3ccccc23)C(c2cccnc2)/C1=C(/O)c1ccccc1 (stereo not given),/,/,/,0.1,/,/,-1,4,0.9

# Source: PubChem (National Center for Advancing Translational Sciences (NCATS))
